Screening results as filed in PubChem BioAssay.
Calpain2 inh: calpain II (pig) inhibition. purified calpain II, fluorogenic peptide substrate, 30 min. inhibition, % at 16 µM. AID 1236. 0.37% of 220,000 active;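 active = inhibition above about 50%, limit read from the data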
PERK inhibitor: blocks human PERK kinase | inhibition, % at 5.6 µM | 0.17% of 220,000 active | AID 1416 | Q9NZJ5 | CHO PERK-DD fusion, SEAP luminescence translation reporter;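 active = inhibition above the mean inhibition of all tested compounds plus 3 SD, set separately per screening campaign, cut at about 2.9% in these data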;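 also: PERK kinase domain activated by AP20187 dimerizer at 100 nM; 0% = DMSO with dimerizer and 100% = rapamycin at 8.4 µM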
zfTRPN1 agonist: agonists of zebrafish TRPN1 channel; activation, % at 3 µM; HEK293 zebrafish TRPN1-YFP, Fluo-8 calcium fluorescence; 100% = response to 87 µM carbachol; 0.18% of 220,000 active;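 active = activation above its plate's cutoff, the mean activation of test wells on that plate plus 3 SD, cut at about 19% in these data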;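 also: 0% = DMSO alone and 100% = 87 µM carbachol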
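System: zebrafish TRPN1-YFP in HEK293 cells / Dosing: 3 µM single point / Timing: dye loading 1 h at 37 °C, then 30 min room temperature / Signal: Fluo-8 calcium fluorescence, excitation 470-495 nm, emission 515-575 nm / Read-out basis: percent activation from peak over basal fluorescence ratio, control-normalized / Control set: high carbachol 87 µM, low DMSO alone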
EP2 modulator: EP2 receptor (human) modulation. P43116. EP2-expressing cells, cAMP HTRF FRET, PGE2 co-stimulation. induction, % at 25 µM. 0.83% of 260,000 active;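 active = compounds whose cAMP rise, as percent of the full-agonist control response, exceeds 60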;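 also: rat C6 glioma line stably carrying human EP2 under a CMV promoter; the protocol text gives 20 µM as final concentration; 100% = response of wells given 1 µM PGE2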
Target sequence (P43116 whole entry, looked up): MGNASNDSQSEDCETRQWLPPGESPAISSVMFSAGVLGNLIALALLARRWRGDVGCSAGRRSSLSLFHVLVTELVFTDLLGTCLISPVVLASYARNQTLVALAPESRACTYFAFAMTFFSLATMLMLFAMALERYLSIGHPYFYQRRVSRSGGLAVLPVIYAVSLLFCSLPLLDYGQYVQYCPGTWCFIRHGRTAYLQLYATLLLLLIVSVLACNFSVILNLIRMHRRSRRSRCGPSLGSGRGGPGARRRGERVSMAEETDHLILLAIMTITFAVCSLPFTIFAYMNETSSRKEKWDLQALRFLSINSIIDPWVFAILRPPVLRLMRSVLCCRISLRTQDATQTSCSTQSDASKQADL
S1P4 agonist: activates the human S1P4 receptor | 0.35% of 220,000 active | activation, % at 4.98 µM | AID 1509 | O95977 | S1P4-expressing cell line, agonist reporter assay; in the data active = activation above about 11%;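 also: 0% = DMSO vehicle and 100% = reference agonist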
Target sequence (O95977 whole entry, looked up): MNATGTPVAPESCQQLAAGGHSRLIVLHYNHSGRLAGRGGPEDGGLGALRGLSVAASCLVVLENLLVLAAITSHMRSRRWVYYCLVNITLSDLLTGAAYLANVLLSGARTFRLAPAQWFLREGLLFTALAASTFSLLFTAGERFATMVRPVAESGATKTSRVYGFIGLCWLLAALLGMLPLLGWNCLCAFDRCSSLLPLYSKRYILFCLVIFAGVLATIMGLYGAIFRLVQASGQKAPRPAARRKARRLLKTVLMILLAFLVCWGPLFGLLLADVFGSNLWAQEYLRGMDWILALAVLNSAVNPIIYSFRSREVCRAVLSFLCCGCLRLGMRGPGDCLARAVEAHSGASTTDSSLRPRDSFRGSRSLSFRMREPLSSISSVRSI
Ba/F3 V617F tox: reduce viability of Ba/F3 cells dependent on JAK2V617F | Ba/F3 EpoR-JAK2V617F viability, ATP luminescence | AID 1446 | inhibition, % at 5.6 µM | 1.1% of 220,000 active;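 active = inhibition above the campaign mean plus 3 SD over all tested compounds, cut at about 24% in these data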;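 also: cytokine-independent growth of Ba/F3 cells driven by EpoR plus mutant JAK2; 0% = DMSO-treated cells and 100% = JAK inhibitor I control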
TRPML3 ag: agonists of human TRPML3 channel. Q8TDD5. HEK293 TRPML3-YFP, Fluo-8 calcium fluorescence; 100% = the carbachol control signal. activation, % at 3 µM. 0.29% of 220,000 active;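 active = activation above its plate's cutoff, the mean activation of the plate's test wells plus 3 SD, cut at about 12% in these data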;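 also: 0% = DMSO only wells and 100% = carbachol wells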
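Material: HEK293 cells stably carrying human TRPML3-YFP; compound dosing: single dose, 3 µM final nominal compound, 0.3% DMSO final; incubation: 1-h 37 °C dye load, 5-s basal, 120-s post-compound reads; technique: Fluo-8 intracellular calcium fluorescence, excitation 470-495 nm, emission 515-575 nm; read-out basis: percent activation from peak-to-basal fluorescence ratio, scaled between DMSO and carbachol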
S1P4 antagonist: antagonists of human S1P4 receptor; S1P4-expressing cells, antagonist mode, reporter read-out; O95977; inhibition, % at 4.98 µM; AID 1510; 0.26% of 220,000 active; in the data active = inhibition above about 29%;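 also: 0% = wells stimulated with agonist and 100% = vehicle wells without agonist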
BaF3 tox: parental Ba/F3 viability inhibition as JAK2V617F counter-screen. inhibition, % at 5.6 µM. 1.1% of 220,000 active. AID 1486. CellTiter-Glo ATP luminescence;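 active = inhibition above a per-campaign cutoff, the mean inhibition of all tested compounds plus 3 SD, cut at about 27% in these data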;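 also: 0% = DMSO wells and 100% = JAK Inhibitor I control wells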
* = called active by the depositor; nt = no result given; & = joins results of further samples.

SMILES	Calpain2 inh	PERK inhibitor	zfTRPN1 agonist	EP2 modulator	S1P4 agonist	Ba/F3 V617F tox	TRPML3 ag	S1P4 antagonist	BaF3 tox
c1ccc(-c2cc3c(N4CCN(c5ncccn5)CC4)ncnc3s2)cc1	-139	1.6	1.0	-15	-0.6	-3	0.6	-4	3
O=C(COC(=O)c1ncc(Cl)c(Cl)c1Cl)NC(=O)NCc1ccccc1	-2	2.1	0.0	-15	1.4	2	0.3	-19	6
Cc1ccc(-n2c(C)cc(C(=O)CSc3nnnn3C)c2C)cc1	9	-1.2	-1.4	41	3.0	1	-1.5	-14	0
CC1CN(Cc2nc3c(c(=O)[nH]c(=O)n3C)n2CC(N)=O)CC(C)O1 (configuration not stated)	-18	1.0	1.1	-4	-1.6	2	0.5	-6	6
COc1cc(OC)cc(N2C(=O)CSCC2=O)c1	-11	0.9	0.8	10	0.8	-1	1.1	-2	-2
Cc1ccc(S(=O)(=O)Nc2ccc(S(=O)(=O)NC(C)(C)C)cc2)cc1	-6	0.8	0.8	-9	-2.5	-2	0.6	-4	2
CCCc1cnc(N2CCN(C(=O)c3c(-c4ccccc4)noc3C)CC2)nc1	6	-1.1	-0.9	-25	1.5	2	0.1	10	2
CCOc1cc(OCC)nc(S(C)(=O)=O)n1	-4	0.4	-0.2	0	0.1	-5	0.6	-15	-7
CN1CCN(c2cc(C(F)(F)F)nc3ccc(F)cc23)CC1	-2	0.0	0.0	-27	-2.2	4	-0.1	14	0
COc1cc(NC(=O)c2ccccc2)cc(OC)c1	-23	0.1	0.6	-50	-0.3	-3	0.6	-24	1
Cc1nc(NC(C)c2ccccc2)c2c3c(sc2n1)CCC3 (configuration not stated)	5	-1.5	-1.5	71*	1.1	5	-0.9	8	7
Clc1ccc(Cl)c2sc(N3CCOCC3)nc12	nt	0.0	-1.7	nt	1.2	-1	0.6	-3	3
Cc1cccc(C)c1N=Cc1c(O)n(-c2nccs2)c(=O)c2ccccc12	-34	-0.4	-1.6	25	1.3	-2	-1.0	-23	1
CC(C)(C)NC(=O)C(c1ccncc1)N(Cc1cccs1)C(=O)c1csnn1 (configuration not stated)	-20	1.2	1.4	-7&10	-1.1	-3	0.3	-30	-4
CCC(C)(C)NCC(=O)Nc1ccc(OC(F)(F)F)cc1	11	-0.5	-0.1	-18	-1.2	-4	0.3	-18	0
CC(CS(=O)(=O)c1cccc2cccnc12)N1CCCCC1 (configuration not stated)	15	0.6	1.7	29	0.7	0	1.0	-8	5
CCN(CC)c1ccc(NC(=O)COC(=O)COc2ccccc2[N+](=O)[O-])cc1	23	0.4	0.2	4	1.8	2	0.7	-25	4
Cn1cc(Br)c(C(=O)N/N=C/c2cccc(OC3CSC3)c2)n1	12	-1.1	1.0	-54	1.7	-1	0.5	-3	2
O=c1c2c(nc3cc(-c4cccc(Cl)c4)[nH]n13)CCC2	-37	0.5	0.2	-31	0.8	2	-0.4	-20	11
COc1ccc(NC(=O)c2ccc(COCC(F)(F)C(F)F)cc2)cc1OC	-5	0.3	3.0	-9	1.3	0	1.4	-18	6
Cc1ccccc1CN1CCN(CC(=O)NCc2ccccc2)C1=O	-16	0.8	-0.8	-12	2.5	-3	0.2	6	4
O=C(OCn1nnc2ccccc2c1=O)C1COc2ccccc2O1 (configuration not stated)	-13	-0.1	-0.1	0	1.4	0	0.3	-5	0
Cc1cccc(C(=O)Oc2csc(=S)n2C(=O)c2cccc(C)c2)c1	-5	0.5	-1.9	10	-1.2	-3	0.6	-1	0
CCOc1ccc(S(=O)(=O)N2Cc3ccccc3CC2C(=O)NCCCn2ccnc2)cc1 (configuration not stated)	-4	-0.3	-0.4	-3	0.9	-1	0.1	1	4
Cc1ccc(NC(=O)C(OC(=O)c2ccccc2Cl)c2ccccc2)cc1Cl (configuration not stated)	-1	0.5	1.2	8	2.5	-3	1.1	-16	3
CN(C)CCCCNCCCNC(=O)/C=N\O	1	1.5	-1.2	-17	0.5	-3	0.9	10	3
COc1ccc(CCN2CCCn3c2nc2c3c(=O)n(Cc3ccccc3F)c(=O)n2C)cc1OC	-2	-0.6	0.1	45	-0.6	1	-0.6	-8	5
Cc1nc2sc(C(c3ccccc3)N3CC(C)OC(C)C3)c(O)n2n1 (configuration not stated)	-1	-0.7	1.8	12	0.9	3	0.4	0	2
O=[N+]([O-])c1cc(Cl)cc(/C=N/Nc2nc3ccccc3s2)c1O	-70	1.0	0.6	-37	-0.5	-2	0.8	-15	4
Cc1ccc(S(=O)(=O)N2CCN(C(=O)c3ccc(OCc4c(C)noc4C)cc3)CC2)cc1	-14	-0.8	0.7	-62	0.7	0	0.1	4	5
O=C(CSc1nccc(=O)[nH]1)NC1CCCc2ccccc21 (configuration not stated)	16	1.4	0.0	-7	1.2	-4	1.0	2	-2
O=C(CCl)N1c2ccccc2OCC1c1ccccc1 (configuration not stated)	-3	0.9	0.5	5	1.6	-2	-0.1	-12	4
CC1(C)CN(c2ccc(F)cc2)C1=O	-24	0.8	1.1	-14	0.3	0	0.8	-10	2
Cc1cc(-c2nc3ccccc3[nH]2)ccc1N	-120	-1.2	-0.5	-28	1.0	9	0.3	-1	13
COc1cccc(N2CCN(CC(=O)c3c[nH]c4ccc(OC)cc34)CC2C)c1 (configuration not stated)	18	0.3	0.9	-13	-0.8	-1	0.6	-12	4
CCOc1ccc(N2C(=O)Nc3ccccc3C2(O)C(=O)NCc2ccccc2)cc1 (configuration not stated)	-16	0.3	2.0	-3	-0.6	1	0.1	-3	5
COc1cc(/C=N/N=C2/NC(=O)C(CC(=O)O)S2)ccc1OCc1cccc(Cl)c1 (configuration not stated)	-15	-0.1	-0.4	8	1.3	1	0.1	-4	3
O=C(NCCc1c[nH]c2ccccc12)[C@@H]1C[C@H]1[C@@H](NP(=O)(c1ccccc1)c1ccccc1)c1ccccc1	-51	0.6	-0.7	38	0.3	-4	-0.1	3	4
CS(=O)(=O)N1CCC(C(=O)N2CCN(Cc3ccccc3)CC2)CC1	12	0.2	1.3	13	0.9	-4	0.5	7	-4
CC(C)(C)CC(C)(C)NC(=O)CSCC(=O)Nc1ccc2ccccc2c1	16	-0.5	-0.4	21	0.9	-5	0.6	14	-2

Of the compounds above, two have a nitro group on carbon.
SMILES	Calpain2 inh	PERK inhibitor	zfTRPN1 agonist	EP2 modulator	S1P4 agonist	Ba/F3 V617F tox	TRPML3 ag	S1P4 antagonist	BaF3 tox
CCN(CC)c1ccc(NC(=O)COC(=O)COc2ccccc2[N+](=O)[O-])cc1	23	0.4	0.2	4	1.8	2	0.7	-25	4
O=[N+]([O-])c1cc(Cl)cc(/C=N/Nc2nc3ccccc3s2)c1O	-70	1.0	0.6	-37	-0.5	-2	0.8	-15	4

(list continues)
SMILES	Calpain2 inh	PERK inhibitor	zfTRPN1 agonist	EP2 modulator	S1P4 agonist	Ba/F3 V617F tox	TRPML3 ag	S1P4 antagonist	BaF3 tox
COCCNC(=O)C(NC(=O)C1CCCCC1)C(C)C (configuration not stated)	-6	0.6	0.9	3	0.7	5	-0.2	-16	9
CC(C)NC(=O)C(=O)NCCc1ccc(Cl)cc1	-22	0.9	0.7	-17	0.1	-2	0.5	-18	5
CCN1C(=O)/C(=C\C(=O)c2cccs2)c2cc(Br)ccc21	-26	0.0	1.7	-37	0.0	0	0.9	6	6
CCS(=O)(=O)N1CCN(C(=O)c2cccnc2)CC1	1	1.6	0.7	19	0.5	-3	1.0	-5	0
COc1ccc(CC(=O)N/N=C(/C)c2ccco2)cc1	-29	1.4	-0.1	19	-0.9	-4	1.3	-12	4
CC(C)(C)n1nc2c(c1NC(=O)Cc1cccc3ccccc13)CS(=O)(=O)C2	-8	0.3	-1.3	0	1.4	-4	-0.2	-22	2
CCOc1ccc2ncc(S(=O)(=O)c3ccccc3)c(N3CCC4(CC3)OCCO4)c2c1	3	-0.9	-2.3	56	-0.8	5	-0.6	-10	9
NC(=O)C1CCN(C(=O)CSc2nc3ccccc3o2)CC1	-31	-0.1	0.4	9	-0.2	-2	0.5	-11	1
CCCCOc1ccc(CNC(=O)NS(=O)(=O)c2ccc(OCC(C)C)cc2)cc1	-3	1.3	-0.4	57	-0.7	2	0.4	-28	3
Cc1ccc(Nc2nc(-c3sc(NC(=O)c4ccccc4)nc3C)cs2)cc1	-80	1.0	0.7	-6	2.4	-2	1.1	8	9
Cn1cccc1Cc1nnc(SCC(=O)NCCc2ccccc2)n1C	3	1.0	0.5	12	-1.7	-4	0.7	15	3
CCOC(=O)C1=NN(c2ccc(Cl)cc2)C(c2ccccc2)CC1=O (configuration not stated)	-5	-0.9	0.5	57	1.3	6	-0.8	-2	6
CCOC(=O)N1CCN(C2CC(=O)N(c3ccc(Cl)c(Cl)c3)C2=O)CC1 (configuration not stated)	-15	-0.1	-2.2	14	-0.5	0	-0.3	-12	4
COc1ccccc1-n1cnc2cc(NS(=O)(=O)c3ccc(Br)cc3)ccc21	-136	-2.7	-1.5	-1	0.5	-3	0.3	-6	0
Cc1ccc(SC(C)C(=O)NC(N)=O)c(C)c1 (configuration not stated)	-6	1.2	-2.5	13	-0.7	-5	-0.3	4	1
CN(C)CCN(Cc1ccccc1)S(=O)(=O)c1ccc2c(c1)n(C)c(=O)c(=O)n2C	5	-1.1	0.6	4	-1.8	2	0.1	6	0
CC(=O)c1ccc(C(=O)N2CCc3c([nH]c4ccccc34)C2c2ccccn2)s1 (configuration not stated)	-7	-0.8	-0.1	-42	-1.3	2	0.7	-4	4
COc1ccc(NC(=O)COC(=O)CCCOc2ccc(Cl)cc2Cl)cc1	25	-0.6	-1.0	6	-1.6	4	-0.2	-11	9
COc1ccc2c(c1[N+](=O)[O-])CCC/C2=N/OC(=O)c1cccc2ccccc12	20	1.8	0.9	34	-1.7	-2	-0.2	1	-1
CN1C(=S)SC(C)(C)C1(C)NO (configuration not stated)	-24	1.2	0.2	-1	-0.4	3	0.7	3	5
N#CC(c1ccccc1)C1CCN(Cc2ccccc2)CC1 (configuration not stated)	7	-0.4	-0.1	12	-2.0	0	0.9	-5	5
COc1ccc(C(=O)Nc2cccc(/C=C/c3nc4ccccc4c(=O)[nH]3)c2)cc1	-301	0.4	1.6	-14	0.9	5	0.0	3	-6
C=CCc1cccc2cc(C(=O)NNC(=O)CC#N)c(=O)oc12	15	0.1	2.5	-12	0.0	1	0.2	5	3
O=C(CCN1C(=O)c2ccccc2S1(=O)=O)N1CCN(c2ccccc2)CC1	0	0.0	1.0	-7	1.0	-5	0.8	6	-2
CCCCC(CCCC)=N/N=C/c1c(O)n(CC)c2cc(C3=NNC(=O)CC3)ccc12	-131	1.2	0.1	12	1.6	-2	0.4	-20	-2
Cc1cc(=O)oc(C)c1C(=O)Nc1cccc2nonc12	-22	0.7	-0.6	8	-2.5	0	-0.6	-9	0
Cc1cc(C)c(S(=O)(=O)NCC2CCC(C(=O)NCc3ccc4c(c3)OCO4)CC2)c(C)c1 (configuration not stated)	-13	-1.3	-1.7	-31	-0.6	-1	-0.4	-18	0
CC(C)(C)C(=O)c1cnc(Nc2ccccc2)s1	29	0.0	-0.3	-2	-1.3	-1	0.4	9	4

The order is random. About 3.6% of those tested had a hit in this group.
